GAA glycogen mod = GAA glycogen-cleavage inhibition or activation | Potency, µM (top dose mostly 76.4 µM), for inactives: at the top dose activity change, negative = inhibition, usual class: inhibitors | P10253 | actives 0.38% (n = 300,000) | recombinant GAA, glycogen substrate, Amplex Red glucose oxidase fluorescence;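 further: potency means the concentration at half of the fitted maximal effect; 0% = full enzyme reaction and -100% = no-enzyme basal signal; the screen sought inhibitors and activators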
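Recombinant enzyme (4 nM final) with compounds titrated up to 77 uM and bovine liver glycogen (30 ug) in citrate pH 5.0, 0.01% Tween-20, 37 C 40 min. Released glucose detected by Amplex Red/glucose oxidase (Ex 573/Em 610); AC50 from Hill fits.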
HTT cytoprotect = protects HTT-Q103 PC12 cells, measured by ATP. PC12 HTT-Q103 induced, cytoprotection, ATP luminescence, 40 h. Potency, µM (series often up to 56.4 µM), for inactives: cytoprotection (ATP increase), actives largely listed as activators. actives 0.14% (n = 230,000);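 further: potency means the concentration at half of the fitted maximal effect; % of control where 0% means no effect; nearly all actives have a fitted effect of over 45% in size; toxic huntingtin expression switched on by the ecdysone agonist tebufenozide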
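Quantitative HTS on tebufenozide-induced (100 nM) PC12 cells expressing HTTQ103 exon 1–GFP; compounds tested as a concentration series; survival measured via cellular ATP.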
CBFb-RUNX1 inh = inhibitors of human CBF-beta and RUNX1 interaction. Q01196+Q13951. AID 1477. 230,000 tested, under 10 active. Potency, µM (top dose mostly 59.8 µM), without a hit: at the highest dose activity, negative = inhibition, actives largely listed as inhibitors. AlphaScreen CBFb-His/RUNX1-biotin binding, biochemical; further: % of control where 0% means no effect
Target sequence (Q01196 whole entry, looked up): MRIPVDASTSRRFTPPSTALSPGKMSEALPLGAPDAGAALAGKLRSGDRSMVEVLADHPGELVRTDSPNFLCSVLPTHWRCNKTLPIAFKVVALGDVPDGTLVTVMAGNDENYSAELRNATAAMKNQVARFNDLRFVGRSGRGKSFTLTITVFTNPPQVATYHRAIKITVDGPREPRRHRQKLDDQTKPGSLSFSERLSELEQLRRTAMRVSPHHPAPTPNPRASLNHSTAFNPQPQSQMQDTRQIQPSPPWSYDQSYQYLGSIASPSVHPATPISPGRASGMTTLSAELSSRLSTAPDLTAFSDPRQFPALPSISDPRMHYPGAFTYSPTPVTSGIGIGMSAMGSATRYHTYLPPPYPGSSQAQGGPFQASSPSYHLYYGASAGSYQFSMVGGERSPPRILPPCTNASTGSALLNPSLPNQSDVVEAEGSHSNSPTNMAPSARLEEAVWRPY
Target sequence (Q13951 whole entry, looked up): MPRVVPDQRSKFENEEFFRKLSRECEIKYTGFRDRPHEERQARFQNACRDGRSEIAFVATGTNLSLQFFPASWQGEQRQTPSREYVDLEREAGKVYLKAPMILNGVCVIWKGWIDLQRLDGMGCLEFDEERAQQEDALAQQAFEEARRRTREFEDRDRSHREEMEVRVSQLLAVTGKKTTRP
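CBFb-His/RUNX1-biotin, 30 nM each, preincubated 20 min RT; compound 15 min RT; Ni + streptavidin beads 50 ng each, 90 min RT; AlphaScreen read.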
GAA spleen mod = lysosomal alpha-glucosidase (human) modulation | P10253 | Potency, µM (titrated, usually from 79.9 µM), for inactives: at the highest dose activity change, negative = inhibition, most hits filed as inhibitors | AID 2112 | human spleen homogenate, 4-MU-alpha-glucoside fluorescence | actives 0.006% (n = 240,000);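 further: potency means the concentration at half of the fitted maximal effect; 0% = enzyme with vehicle and -100% = no enzyme basal signal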
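Human spleen homogenate (1 ug) with 4-methylumbelliferyl-alpha-D-glucopyranoside (1 mM final) in 50 mM citrate/phosphate pH 5.0, 0.01% Tween-20; 40 min at 37 C. Stopped at pH 10; 4-MU fluorescence Ex 365/Em 440 nm; AC50 by Hill fit.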
GAA inh = inhibitors of human lysosomal alpha-glucosidase; actives 0.005% (n = 200,000); Potency, µM (top dose mostly 76.9 µM), for the others: top-dose activity change, negative = inhibition, actives largely listed as inhibitors; P10253; purified human GAA, 4-MU-alpha-glucoside fluorescence;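 further: potency means the concentration at half of the fitted maximal effect; plate controls were uninhibited enzyme wells for no effect and no-enzyme background for full effect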
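Enzyme (4 nM final) mixed with compound (up to 77 uM), then 4-MU-alpha-D-pyranoside (400 uM final) added; 20 min at room temperature, pH 5.0. Reaction stopped at pH 10, fluorescence read, AC50 derived by Hill fit.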
HTT aggregate = reduces HttQ103-GFP aggregates in PC12 cells; PC12 HttQ103-GFP aggregates, Acumen cytometry, 40 h; Potency, µM (titrated, usually from 46.1 µM), inactives show at the highest dose activity change, negative = inhibition, most hits filed as inhibitors; actives 1.1% (n = 220,000); AID 1688; further: potency means the concentration at half of the fitted maximal effect; on the % scale 0 is the no-effect control and ±100 the full control effect; nearly all actives have a fitted effect of over 60% in size
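Aggregate formation scored by laser-scanning cytometer (488 excitation, 500–530 emission) in lysed PC12 cells expressing Q103-GFP after 100 nM tebufenozide induction; library tested in dose series, with ATPLite reagent added in the multiplex.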
LMNA splice mod = changes lamin A minigene splicing in HeLa cells | HeLa LMNA splicing GFP/RFP minigene ratio, 48 h | actives 0.01% (n = 200,000) | Potency, µM (series often up to 46.1 µM), for the others: top-dose ratio change, negative = inhibition, hits mostly inhibitors | AID 1487; active means well fitted inhibition curve with a large enough effect in the signal ratio, with a control signal flat, not every such curve was filed as active; inconclusive means small, poorly fitted or top-dose-only effect, or effect the other way, or a change in a side signal; the % refers to the signal ratio; further: potency means the concentration at half of the fitted maximal effect; on the % scale 0 is the no-effect control and ±100 the full control effect
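S3 HeLa cells stably expressing lamin A-EGFP splicing minigene plus DsRed2, 600 cells/well, 48 h compound exposure at 37C. Laser-scanning cytometry; analysed as GFP (500-530 nm)/RFP (575-640 nm) total intensity ratio; 0.5% DMSO vehicle.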
An asterisk follows results filed as active; ? = inconclusive; nt = no result given; [ ] = another dose, or the depositor's remark. Unless noted, the call rests on the fitted dose curve; in most records, active means well fitted curve in the direction sought with a large enough effect; inconclusive means small, poorly fitted or top-dose-only effect, or another doubt; inactive means no such curve, though single readings can be large; an effect the other way counts as inactive or inconclusive.

SMILES	GAA glycogen mod	HTT cytoprotect	CBFb-RUNX1 inh	GAA spleen mod	GAA inh	HTT aggregate	LMNA splice mod
O=C(C(c1ccccc1)c1ccccc1)N1CCN(Cc2ccncc2)CC1	11%	-27%	-9%	-1%	-6%	3%	1%
CS(=O)(=O)Nc1ccc(C2=NN(C(=O)c3ccco3)C(c3ccccc3F)C2)cc1 (stereo not drawn)	1%	40%[10 µM]	-4%	-27%	?	?	5%[9.22 µM]
Cc1ccc(NC2=C/C(=N\S(=O)(=O)c3cccs3)c3ccccc3C2=O)c(C)c1	-8%	-94%[inhibitor][10 µM]	nt	-15%	-3%	2.2µM*	?
CC(=O)Nc1ccccc1/C=C/c1ccc2c(C)ccc(O)c2n1	2%	12%[10 µM]	-4%	-10%	7%	-1%	-17%
COc1ccccc1C(=O)C1Nc2ccccc2-c2nnc(SC)nc2O1 (stereo not drawn)	-1%	16%[10 µM]	-4%	-2%	0%	23%	-7%
CCN1CCN(CC(O)COc2ccc(C)c(C)c2)CC1 (stereo not drawn)	1%	9%[10 µM]	-1%	-4%	-1%	4%	6%
Cc1cccc(-c2nsc(SCC(=O)c3ccc(Cl)cc3)n2)c1	-3%	-9%[10 µM]	-3%	0%	-4%	-19%	?
C/C(=N\NC(=S)Nc1ccccc1C)c1ccc(O)cc1	?	-22%	-3%	3%	7%	-5%	?
Cc1cc(NC(=O)c2ccccc2)ncc1NC(=O)c1cccs1	4%	-15%[10 µM]	-3%	4%	?	-8%[9.22 µM]	nt
O=C(/C=C/c1ccc[nH]1)c1ccc(F)cc1	19%	-5%	-14%	-10%	0%	0%[9.22 µM]	-1%[46 µM]
Cc1cc(OCC(=O)O/N=C(\N)c2ccccc2)cc(C)c1Cl	-4%	1%	-3%	-1%	-1%	2%	?
COc1ccc(CCNC(=O)CCc2nc3ccccc3[nH]2)cc1OC	8%	-11%	?	0%	-5%	29%	13%[46 µM]
COC(=O)C1=NN(C(=O)c2ccc(Br)cc2)C(O)(C(C)(C)C)C1 (stereo not drawn)	?	nt	10%	3%	-7%	12%	-10%[46 µM]
Cc1ccccc1C(=O)N(C)Cc1ccccc1	-1%	17%	2%	-7%	-3%	-20%	5%
C/C(=N\OCC(=O)NC(C)C)c1cccs1	3%	-27%	8%	-2%	-14%	4%	3%[46 µM]
Cc1c(Cl)c([N+](=O)[O-])nn1Cc1ccc(C(=O)Nc2ccc(Cl)cn2)o1	6%	-11%[10 µM]	8%	-8%	1%	4%	?
CCOC(=O)c1c(/N=C/N(C)C)sc(C=O)c1-c1ccccc1	3%	-43%[inhibitor]	7%	-4%	7%	-6%	-7%[46 µM]
CN1C(=O)C(CC(=O)NC2CCCCC2)N(C)C1=O (stereo not drawn)	4%	-26%	-15%	nt	3%	-15%	nt
O=C(c1ccncc1)c1ccc(N2CCN(C3CC(=O)N(Cc4cccs4)C3=O)CC2)cc1 (stereo not drawn)	-7%	9%	-2%	-5%	1%	?	2%[46 µM]
COc1ccc(N2CCC(CNS(=O)(=O)c3cccc(C(F)(F)F)c3)C2)cc1 (stereo not drawn)	-20%	6%[10 µM]	?	-6%	?	-30%	0%
COc1ccc(-c2nnc(SCCOc3cccc(C)c3)n2N)cc1	5%	27%[10 µM]	1%	-6%	-11%	-11%	-8%
CCOC(=O)N1CCN(c2c(NCCCN(C)c3ccccc3)c(=O)c2=O)CC1	16%	-10%	-1%	5%	-9%	?	5%
Cc1occc1C(=O)NC1CCCCCC1	-6%	-22%	1%	1%	-4%	5%	6%
CC(C)(C)NCc1ccc(OCc2cccs2)cc1	-2%	-20%	7%	-4%	-1%	-6%	10%[46 µM]
CCCCOC(=O)Cn1c(=O)c2c(nc3n2CCCCN3c2ccc(C)cc2)n(C)c1=O	-6%	13%[0.074 µM]	4%	-5%	-9%	3%	?
Later entries:
SMILES	GAA glycogen mod	HTT cytoprotect	CBFb-RUNX1 inh	GAA spleen mod	GAA inh	HTT aggregate	LMNA splice mod
CC(=O)N1CCN(C(=O)c2cccc(S(=O)(=O)Nc3ccc(C)cc3)c2)CC1	4%	19%	3%	2%	-3%	-8%	1%
CC(=O)Nc1ccc(Br)c(Cl)c1	4%	3%[10 µM]	4%	-6%	-6%[15.4 µM]	-19%[9.22 µM]	nt
CC12CCC(C(=O)N(NC(=O)c3ccccc3Cl)C1=O)C2(C)C (stereo not drawn)	10%	15%[10 µM]	13%	-4%	-18%	5%	0%
Cc1ccc(S(=O)(=O)NCC(c2ccccc2)N2CCN(CCC#N)CC2)cc1 (stereo not drawn)	4%	1%	-4%	5%	-13%	33%	-1%
O=C(CSc1nnc(Nc2ccccc2)s1)NCCN1C(=O)CSC1=O	13%	-36%[10 µM]	-15%	-3%	-6%	-11%	-2%
Cn1c(N)c(C(=O)COC(=O)c2cccs2)c(=O)n(C)c1=O	1%	18%[10 µM]	2%	-7%	-16%	-19%	7%
Cc1ccc(/C=C(\NC(=O)c2ccccc2)C(=O)NC(Cc2ccccc2)C(=O)O)cc1 (stereo not drawn)	-2%	-1%[10 µM]	-5%	0%	6%	-2%	-3%
COC(=O)c1ccc2c(c1)N(Cc1cc(C)ccc1C)C(=O)c1ccccc1S2=O (stereo not drawn)	-3%	-2%	7%[2.36 µM]	1%	-5%	-4%	-4%
CCOC(=O)c1ccc(NC(=O)CSc2ccc(-c3cccnc3)nn2)cc1	1%	-10%	2%	-1%	2%	-11%	nt
O=C(Nc1ccccc1)N(Cc1cccs1)C1CCCC1	-8%	8%	3%	4%	-7%	-9%	0%
CCOc1ccc(S(=O)(=O)NC2CC2)cc1C(N)=O	8%	4%	4%	1%	5%	-4%[9.22 µM]	nt
CCc1ccc(N=C2N=C(N)c3ccccc32)cc1	-2%	-16%[10 µM]	-1%	5%	-1%	21%	-9%
CCOc1cc(NC(=S)NCC2CCCO2)c(OCC)cc1NC(=O)c1cccc(C)c1 (stereo not drawn)	-16%	-37%	-16%	-10%	-3%	0%	14%
CCOc1cc(N2CCOCC2)c(OCC)cc1NC(=O)Cc1cccc2ccccc12	-4%	-13%	?	6%	-12%	-26%	1%
O=C(O)CCNc1cc2ccccc2cc1C(=O)O	-7%	-6%	-3%	-2%	-1%	-20%	9%
COc1ccc(NC(=O)CCN2CCCCCC2)c(OC)c1	1%	-19%	2%	-5%	6%	7%	1%
O=C(CCc1ccc(Oc2cc([N+](=O)[O-])cc([N+](=O)[O-])c2)cc1)N1CCCCCC1	-12%	3%[1.9 µM]	0%	-1%	-8%	9%	?
CC(C(=O)Nc1ccc2c(c1)OCO2)N(c1ccc(Cl)cc1)S(C)(=O)=O (stereo not drawn)	-9%	-10%[0.074 µM]	-18%	2%	0%	-6%	-12%
CCOC(=O)NN1C(=O)c2ccccc2NC1c1ccc(OC)c(OC)c1 (stereo not drawn)	6%	-17%	3%	3%	15%	11%	28%[46 µM]
CCOc1cc(/C=N/NC(=O)COc2nc(C)cc(COC)c2C#N)ccc1O	-13%	7%[10 µM]	0%	-6%	-1%	9%	-13%
CC1=CCC2C(=O)N(c3ccc(Br)cc3C)C(=O)C2C1 (stereo not drawn)	3%	25%	5%	-7%	-14%	3%	-5%
O=C(NC(=S)N1CCN(C/C=C/c2ccccc2)CC1)c1cccnc1	-3%	-24%[10 µM]	-1%	2%	nt	17%[9.22 µM]	nt
CCn1c(SCC(=O)Nc2ccc(N(C)C)cc2)nnc1-c1cccc(C)c1	23%	-7%	-19%	-11%	-6%	13%	?
CCOC(=O)C1CCN(c2c(NCCN(CC)c3ccccc3)c(=O)c2=O)CC1	-9%	11%[10 µM]	-1%	9%	nt	-20%[9.22 µM]	nt
O=S(=O)(c1ccc2ccccc2c1)N(CC(O)COCc1ccco1)c1ccccc1 (stereo not drawn)	0%	-16%	-7%	-15%	-5%	?	?
(continued)
SMILES	GAA glycogen mod	HTT cytoprotect	CBFb-RUNX1 inh	GAA spleen mod	GAA inh	HTT aggregate	LMNA splice mod
O=S(=O)(c1cc(Cl)ccc1Cl)n1ccnc1	12%	15%[10 µM]	2%	-2%	14%	-20%[9.22 µM]	?
OCn1ncn(-c2ccccc2)c1=S	-3%	6%	3%	4%	-3%	0%	7%
CCCS(=O)(=O)N1CCN(C(=O)c2ccccc2F)CC1	-3%	-7%	0%	0%	4%	-12%	-11%
CCOc1ccc(C(=O)Nn2cnnc2)cc1	-2%	11%	7%	7%	-2%	16%	8%
CC(C)CCNC(=O)C(C)N(Cc1ccc(F)cc1)C(=O)c1ccc(CN2CCCCC2)o1 (stereo not drawn)	1%	-2%[10 µM]	3%	-3%	0%	-3%	15%
O=C(O)CCCC(=O)Nc1ccc(Oc2ncnc3cc(Cl)ccc23)nc1	1%	-5%[10 µM]	-1%	4%	-9%	6%[9.22 µM]	nt
CCOC(=O)c1[nH]ncc1CN1CCN(Cc2ccc(C)cc2)C(CCO)C1 (stereo not drawn)	-4%	-8%	9%	-1%	-4%	-3%	nt
CCN(CCn1cccn1)C(=O)CCc1nnc(CCCc2ccccc2)o1	17%	17%[10 µM]	6%	-3%	?	7%[9.22 µM]	?
O=C(Cn1cc2c(n1)CCCCC2)NCCCN1CCOCC1	10%	11%[10 µM]	4%	-2%	-3%	-6%	-15%
NS(=O)(=O)c1ccc(Nc2nc(-c3ccc(F)cc3)cs2)cc1	-12%	1%	-7%	6%	0%	-6%	-11%[46 µM]
Cc1cc(C)n(-c2ccc(C(=O)NCCCN3CCOCC3)cc2)n1	4%	-8%	0%	4%	0%	-4%	-10%[46 µM]
Cn1cnnc1Sc1ccc(/C=C/C(=O)c2ccc(O)cc2)cc1[N+](=O)[O-]	19%	-27%	-4%	-3%	0%	?	?

Structural class: those above containing a nitro group on carbon.
SMILES	GAA glycogen mod	HTT cytoprotect	CBFb-RUNX1 inh	GAA spleen mod	GAA inh	HTT aggregate	LMNA splice mod
Cc1c(Cl)c([N+](=O)[O-])nn1Cc1ccc(C(=O)Nc2ccc(Cl)cn2)o1	6%	-11%[10 µM]	8%	-8%	1%	4%	?
O=C(CCc1ccc(Oc2cc([N+](=O)[O-])cc([N+](=O)[O-])c2)cc1)N1CCCCCC1	-12%	3%[1.9 µM]	0%	-1%	-8%	9%	?
Cn1cnnc1Sc1ccc(/C=C/C(=O)c2ccc(O)cc2)cc1[N+](=O)[O-]	19%	-27%	-4%	-3%	0%	?	?

Bioassay records as filed in PubChem BioAssay.

No enrichment for hits; 1.5% or so of the library scored in one or more.
